# Pf gamet viab – late stage P. falciparum gametocyte viability inhibitors, primary screen, ATP luminescence, HTS. P. falciparum stage V gametocytes, 24 h. inhibition, % at 10.9 µM. 150,000 tested, 0.065% active;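 active = inhibition above the mean plus 3 SD of compounds within the control limits, set per campaign, cut at about 38% in these data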;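 also: 0% = DMSO wells and 100% = medium only without gametocytes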
# Rac1 act GTP bind – GTP binding modulators of activated mutant Rac1, primary screen, biochemical, bead-based flow cytometry, multiplex, fluorescent GTP; Ras-related C3 botulinum toxin substrate 1 (Homo sapiens), P63000; GST-Rac1 activated beads; actives lie on both sides; 100% means binding = to untreated wells; percent activity (GTP binding), % at 10 µM; 190,000 tested, 0.11% active;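 active = GTP binding at least 20 percentage points away from the 100% baseline, in either direction, so actives lie on both sides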
# Rab7 wt GTP bind – modulators of GTP binding to Rab7, primary screen, biochemical, wildtype, multiplex bead flow cytometry. 190,000 tested, 0.055% active. GST-Rab7 beads, fluorescent GTP binding; actives lie on both sides; untreated = 100%, excess cold GTP = 0%. Rab7 GTPase wild type (dog), Bodipy-FL-GTP binding. AID 758, 2007. GTP binding activity (percent of control), % at 10 µM;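 active = fluorescent GTP binding to Rab7 beads changed by at least 20 points from the 100% baseline, either direction, mostly lower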;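 also: median green fluorescence of bound Bodipy-FL-GTP per Rab7 bead population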
# HRas wt GTP bind – modulators of GTP binding to HRas wildtype, primary screen, biochemical, bead-based flow cytometry, multiplex; 190,000 tested, 0.14% active; GST-Ras wt beads, Bodipy-FL-GTP binding; actives lie on both sides; AID 759, 2007; GTP binding activity, % at 10 µM; GTPase HRas (Homo sapiens), P01112;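 active = GTP binding activity at least 20% away from the 100% baseline, either lowered as inhibitor or raised as activator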;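 also: 0% = unlabeled GTP competition control and 100% = no-compound control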
# Target sequence (P01112 whole entry, looked up): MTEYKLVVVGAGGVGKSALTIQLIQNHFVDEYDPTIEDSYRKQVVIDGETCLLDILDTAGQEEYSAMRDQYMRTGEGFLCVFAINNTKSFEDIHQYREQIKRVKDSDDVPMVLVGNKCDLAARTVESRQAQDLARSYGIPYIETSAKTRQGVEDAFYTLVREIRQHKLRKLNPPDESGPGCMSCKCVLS
# Rab2 wt GTP – modulators of GTP binding to Rab2A wildtype, primary screen, biochemical, dog, bead-based flow cytometry, multiplex | Ras-related protein Rab-2A (Canis lupus familiaris), P61105 | GST-Rab2 wt beads, Bodipy-GTP binding | GTP binding activity, % at 10 µM | 190,000 tested, 0.19% active | AID 760, 2007;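 active = GTP binding activity at least 20 points away from 100%, either lowered or raised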;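 also: 0% = beads with excess unlabeled GTP and 100% = no-compound control corrected for plate trend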
# Cdc42 wt GTP – modulators of GTP binding to wildtype Cdc42, primary screen, biochemical, multiplex bead flow cytometry, Bodipy-GTP; GST-Cdc42 beads; actives lie on both sides; percent activity (GTP binding), % at 10 µM; 190,000 tested, 0.2% active; AID 761, 2007;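 active = percent activity GTP binding at least 20 points away from the 100% baseline, either down as inhibitor or up as activator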;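 also: median bead fluorescence of bound Bodipy-FL-GTP at 100 nM; 0% = excess unlabeled GTP control and 100% = no compound control; below 100% means less GTP binding so inhibitor and above means activator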
# Target sequence (P60953 whole entry, looked up): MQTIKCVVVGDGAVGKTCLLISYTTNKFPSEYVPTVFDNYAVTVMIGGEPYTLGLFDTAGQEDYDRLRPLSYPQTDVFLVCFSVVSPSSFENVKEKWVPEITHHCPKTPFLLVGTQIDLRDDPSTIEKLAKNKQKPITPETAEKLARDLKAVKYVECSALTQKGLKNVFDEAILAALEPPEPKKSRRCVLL
# Rac1 wt modul – wildtype Rac1 GTP binding modulators, primary screen, biochemical, GST-Rac1 beads, flow cytometry, multiplex | GTP binding activity (% of control), % at 10 µM | AID 757, 2007 | Ras-related C3 botulinum toxin substrate 1 (Homo sapiens), P63000 | 190,000 tested, 0.27% active | fluorescent GTP binding; actives lie on both sides; 0 = cold GTP competed, 100 = untreated;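 active = GTP binding activity at least 20 points away from the 100% control level, either lower or higher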
# Mcl1 Noxa PPI – Mcl-1/Noxa binding inhibitors, primary screen, biochemical, TR-FRET, 1536-well | Induced myeloid leukemia cell differentiation protein Mcl-1 (Homo sapiens), Q07820 | TR-FRET Mcl-1/Noxa peptide binding, 2 h | inhibition, % at 21.7 µM | 220,000 tested, 1.5% active | AID 1022, 2008;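 active = compounds that cut the protein-peptide binding signal by more than 50% relative to plate controls in a single-dose test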;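 also: His-tagged Mcl-1 with rhodamine Noxa BH3 peptide and terbium anti-His antibody; 0% = Mcl-1 plus Noxa peptide wells and 100% = peptide-only wells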
# Target sequence (Q07820 whole entry, looked up): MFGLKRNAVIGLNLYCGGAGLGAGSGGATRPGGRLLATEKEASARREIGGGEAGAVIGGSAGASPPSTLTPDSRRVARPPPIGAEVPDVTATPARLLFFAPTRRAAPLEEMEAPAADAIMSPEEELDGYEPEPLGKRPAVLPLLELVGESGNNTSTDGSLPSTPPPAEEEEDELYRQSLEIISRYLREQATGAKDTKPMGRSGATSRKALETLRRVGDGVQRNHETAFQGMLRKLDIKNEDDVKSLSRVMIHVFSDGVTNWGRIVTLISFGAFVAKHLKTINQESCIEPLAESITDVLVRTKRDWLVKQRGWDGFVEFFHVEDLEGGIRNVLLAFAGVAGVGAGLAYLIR
# Avidin bead fluor – green autofluorescence of compounds with avidin beads – biophysical, 488/530 nm, flow cytometry, artefact control, profiling panel; fluorescence (KMESF) at 10 µM; 220,000 tested, 0.38% active; compound fluorescence 488/530 nm; hits give high values; AID 1775, 2009; in the data active = fluorescence above about 47; also: inactives centre near 10
# Mcl1-Bid inh – Mcl-1/Bid binding inhibitors, primary screen, biochemical, TR-FRET, 1536-well | inhibition, % at 21.7 µM | 220,000 tested, 0.97% active | AID 1021, 2008 | TR-FRET Mcl-1/Bid-Dy647 peptide binding;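 active = compounds that cut the binding signal by more than half at the single screening dose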;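 also: His-tagged Mcl-1 with europium anti-His antibody binding Bid BH3 peptide; 0% = Mcl-1 plus peptide wells and 100% = peptide-only wells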
# Mcl-1 Bim block – inhibitors of Bim peptide binding to Mcl-1, primary screen, biochemical, bead-based flow cytometry, multiplex | 190,000 tested, 0.1% active | AID 1009, 2008 | inhibition, % at 10 µM | Bim peptide-Mcl-1 binding; in the data active = inhibition above about 40%;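 also: 0% = no compound tracer wells and 100% = peptide blocker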
# Active calls of the source: *; nt = not tested or not shown.
SMILES,Pf gamet viab,Rac1 act GTP bind,Rab7 wt GTP bind,HRas wt GTP bind,Rab2 wt GTP,Cdc42 wt GTP,Rac1 wt modul,Mcl1 Noxa PPI,Avidin bead fluor,Mcl1-Bid inh,Mcl-1 Bim block
COc1ccc(N(CC(=O)N/N=C/c2cccc3c2OCCO3)S(=O)(=O)c2ccc(NC(C)=O)cc2)cc1,20,97,100,101,98,101,101,10,3,-16,-6
CC(C)(C)SCCNC(=O)COc1ccccc1,nt,100,100,103,105,107,104,-6,17,-39,-2
CCOc1ccc(NC(=O)Nc2cc(C)ccc2OC)cc1,3,101,99,98,98,99,103,21,4,-4,-4
Cc1cc(C)nc(SCCn2c(N3CCCCC3)nc3c2c(=O)n(C)c(=O)n3C)n1,nt,98,98,100,98,101,101,3,17,-36,0
CCOC(=O)N1CCC(NC(=O)c2ccc(CS(=O)(=O)c3c(Cl)cccc3Cl)o2)CC1,nt,99,95,100,99,103,105,21,23,5,-2
CCc1ccc2oc(=O)cc(CN(C)Cc3ccccc3)c2c1,nt,99,95,98,99,99,101,2,14,-12,-10
O=C(NCCc1cn2ccccc2n1)C1CCCCC1,nt,98,97,97,96,101,100,7,8,-37,0
Cc1ccc(C(=O)Cn2nc(C)c([N+](=O)[O-])c2C)c(C)c1,-17,96,105,96,96,97,99,7,9,-1,0
O=C(Nc1ccc(Cl)cc1)OCc1cc(-c2ccccc2Cl)on1,nt,95,96,98,98,99,96,-20,8,1,0
COc1ccc(S(=O)(=O)NCCSCc2cccc(C)c2)cc1Br,nt,93,107,103,102,99,98,-3,17,6,0
COc1cc(OC)c(C(=O)COc2ncnc3ccccc23)c(OC)c1,-4,98,100,101,100,101,108,9,34,-5,-5
CCOc1ccc(NS(=O)(=O)c2cc(C)c(C)cc2C)cc1,8,95,103,98,98,95,98,8,5,2,-2
Nc1cc(-c2nc3ncccc3o2)ccc1Cl,2,93,96,93,93,100,97,-6,23,-9,-2
CCN(CC)C(=O)CSc1nc(O)cc(=O)n1C,6,99,104,102,97,100,99,-12,11,-38,-1
Cc1cccc(CSCCNC(=O)c2ccc(N(C)S(=O)(=O)c3ccccc3)cc2)c1,nt,96,103,101,101,97,97,1,19,-10,-1
CCOC(=O)C1CCN(C(=O)CCc2c(C)nc3c(-c4ccc(F)cc4)c(C)nn3c2C)CC1,nt,94,98,96,97,94,95,11,6,-16,0
Cc1ccc([N+](=O)[O-])cc1NC(=S)NC(=O)C(C)(C)C,nt,99,100,100,101,101,106,-2,6,-68,-3
Cn1c(=O)oc2cc(S(=O)(=O)N3CCC4(CC3)OCCO4)ccc21,-51,101,100,104,103,108,110,14,16,1,2
COC(=O)C(=C/C(C)=C/c1cccnc1)C(=O)OC,6,98,99,97,100,97,102,6,10,-5,0
COc1ccc(-c2csc(Cc3nnc4n3CCCCC4)n2)cc1,nt,98,98,99,97,99,98,-1,8,-10,-1
O=C(CN1C(=O)NC2(CCCC2)C1=O)Nc1ccc(F)c(F)c1F,-8,103,103,105,103,107,108,-4,7,-11,4
Cn1c(SCc2cc(=O)[nH]c3ccccc23)nnc1-c1ccc(Br)cc1,nt,101,102,103,104,103,109,16,12,22,0
Cc1noc(C)c1C(=O)NCc1cccs1,nt,100,100,99,100,98,100,-4,nt,-7,-4
Cc1cc(OCCCCCNCCO)cc(C)c1Cl,2,97,100,99,100,98,103,4,13,-7,-5
Cc1ccc(OCC(=O)NCCO)c(Br)c1,nt,95,98,95,96,99,103,11,7,13,-2
# Continued:
SMILES,Pf gamet viab,Rac1 act GTP bind,Rab7 wt GTP bind,HRas wt GTP bind,Rab2 wt GTP,Cdc42 wt GTP,Rac1 wt modul,Mcl1 Noxa PPI,Avidin bead fluor,Mcl1-Bid inh,Mcl-1 Bim block
CCOC(=O)N1CCC(NC(=O)C2CCN(S(=O)(=O)N3CCCC3)CC2)CC1,nt,100,100,105,106,106,104,1,15,-28,-2
COc1ccc(C(=O)N2CCN(C(C)=O)CC2)cc1S(=O)(=O)NCc1ccc(Cl)cc1,nt,98,96,101,102,101,99,-3,7,-40,-2
CC12CN(C(=S)Nc3ccccc3)CC(C)(CN(C(=S)Nc3ccccc3)C1)C2=O,5,98,95,96,98,100,97,0,8,-49,-1
CC(C)c1ccc(NC(=O)C2CCN(S(C)(=O)=O)CC2)cc1,-4,99,102,101,103,101,101,8,34,-1,-1
Cc1cc(C)n(/N=C/c2ccco2)c(=O)c1C#N,-5,100,102,102,97,101,103,6,11,-35,-4
COc1ccc(NC(=O)c2cccs2)c([N+](=O)[O-])c1,nt,108,107,108,108,114,113,30,3,-13,-6
O=C(Nc1ccc(Cl)cn1)c1ccc([N+](=O)[O-])o1,7,96,94,95,93,95,97,-3,10,-31,2
COc1cc(/C=N/NC(=O)c2cc(-c3ccc4c(c3)OCO4)n[nH]2)ccc1O,-9,98,103,99,98,99,102,55*,1,1,9
OCC1(Cc2ccc(Cl)cc2)CCN(Cc2ccc3nsnc3c2)CC1,19,97,96,99,97,99,98,11,9,-16,0
CCC(C)(C(=O)NC1CCCC1)N(C(=O)c1ccccn1)c1ccccc1 (centres undefined),-19,98,93,97,94,102,99,7,9,-13,-1
COc1ccc(Cl)cc1NC(=S)NCCO,3,97,102,97,97,96,97,20,12,-40,0
CS(=O)(=O)N1CCN(c2ccccc2NC(=O)c2cccs2)CC1,nt,101,98,101,100,103,104,11,47*,-13,15
Cc1ccc(Sc2cnn(-c3ccccc3)c(=O)c2Cl)cc1,nt,98,95,94,95,96,98,-24,9,-16,-3
CCn1c(=Nc2ccc(N3CCOCC3)cc2)ccc2ccccc21,8,99,101,101,101,102,104,16,16,-41,-1
COc1ccc(-c2cc(N3CCCC3)n3ncnc3n2)cc1,nt,94,97,97,95,96,95,14,11,8,0
CC(C#CCN1CCCCC1)OCCOCc1ccccc1 (centres undefined),nt,98,100,101,100,100,98,19,18,-5,2
O=c1[nH]c(SCCOc2ccccc2)nc2ccccc12,nt,94,97,95,93,93,92,-21,8,-38,1
CCOc1ccc(NC(=O)CSc2nnc(Cc3cccn3C)n2-c2ccc(F)cc2)cc1,nt,100,100,101,103,97,103,7,25,-15,-2
O=C(CSC1=NCCS1)Nc1nc(-c2ccccc2)cs1,nt,97,97,99,96,100,103,-8,20,-8,-1
CCOc1cc2[nH]c(=S)n(CC3CCCN3CC)c(=O)c2cc1OCC (centres undefined),-3,100,97,100,99,102,105,6,13,-9,-1
CCOc1ccc(OCC)c(Nc2cc(C)nc3ncnn23)c1,nt,100,103,102,103,105,109,7,7,-24,0
CCOC(=O)N1N=C(c2ccc(OC)cc2)CC1(O)C(F)(F)F (centres undefined),5,96,104,100,98,98,99,-16,12,-18,0
Cc1cc(N2CCCC2)ccc1/C=C1\NC(=S)N(C)C1=O,-5,96,97,97,99,100,100,17,1,-16,4
Cc1ccc(CSC2=Nc3ccccc3C3=NC(=O)CN23)cc1,-1,98,98,97,98,100,100,6,9,-10,-1
OCCNc1nc(SCc2ccccc2)nc2sc3c(c12)CCC3,5,94,99,98,97,95,96,24,21,-5,-1

# Shown with two lines to a compound: eleven of the compounds above
# Every second line gives: Pf gamet viab, Rac1 act GTP bind, Rab7 wt GTP bind, HRas wt GTP bind, Rab2 wt GTP, Cdc42 wt GTP, Rac1 wt modul, Mcl1 Noxa PPI, Avidin bead fluor, Mcl1-Bid inh, Mcl-1 Bim block
COc1ccc(-c2cc(N3CCCC3)n3ncnc3n2)cc1
    nt, 94, 97, 97, 95, 96, 95, 14, 11, 8, 0
CC(C#CCN1CCCCC1)OCCOCc1ccccc1 (centres undefined)
    nt, 98, 100, 101, 100, 100, 98, 19, 18, -5, 2
O=c1[nH]c(SCCOc2ccccc2)nc2ccccc12
    nt, 94, 97, 95, 93, 93, 92, -21, 8, -38, 1
CCOc1ccc(NC(=O)CSc2nnc(Cc3cccn3C)n2-c2ccc(F)cc2)cc1
    nt, 100, 100, 101, 103, 97, 103, 7, 25, -15, -2
O=C(CSC1=NCCS1)Nc1nc(-c2ccccc2)cs1
    nt, 97, 97, 99, 96, 100, 103, -8, 20, -8, -1
CCOc1cc2[nH]c(=S)n(CC3CCCN3CC)c(=O)c2cc1OCC (centres undefined)
    -3, 100, 97, 100, 99, 102, 105, 6, 13, -9, -1
CCOc1ccc(OCC)c(Nc2cc(C)nc3ncnn23)c1
    nt, 100, 103, 102, 103, 105, 109, 7, 7, -24, 0
CCOC(=O)N1N=C(c2ccc(OC)cc2)CC1(O)C(F)(F)F (centres undefined)
    5, 96, 104, 100, 98, 98, 99, -16, 12, -18, 0
Cc1cc(N2CCCC2)ccc1/C=C1\NC(=S)N(C)C1=O
    -5, 96, 97, 97, 99, 100, 100, 17, 1, -16, 4
Cc1ccc(CSC2=Nc3ccccc3C3=NC(=O)CN23)cc1
    -1, 98, 98, 97, 98, 100, 100, 6, 9, -10, -1
OCCNc1nc(SCc2ccccc2)nc2sc3c(c12)CCC3
    5, 94, 99, 98, 97, 95, 96, 24, 21, -5, -1

# (continued)
SMILES,Pf gamet viab,Rac1 act GTP bind,Rab7 wt GTP bind,HRas wt GTP bind,Rab2 wt GTP,Cdc42 wt GTP,Rac1 wt modul,Mcl1 Noxa PPI,Avidin bead fluor,Mcl1-Bid inh,Mcl-1 Bim block
Cc1cc(N2CCOCC2)nc2ccc(NC(=S)N3CCN(Cc4ccccc4)CC3)cc12,nt,96,94,95,99,100,98,28,7,-27,-4
CC(C)CCc1c(O)nc(SCC(C)C)[nH]c1=O,-7,93,102,97,98,96,99,2,12,-36,-2
CCC1=Nc2cc(C(=O)NCc3ccco3)ccc2Sc2ccc(C)cc21,3,99,100,102,100,96,104,-1,9,-17,-1
C=CCn1c(SCC(=O)c2ccc(Cl)cc2)nnc1-c1ccc2c(c1)OCO2,15,96,98,98,101,95,105,8,5,1,-1
COc1cc(NC(=O)C2CCN(S(=O)(=O)c3ccc(Cl)cc3)CC2)ccc1-n1cnnn1,nt,101,104,98,101,102,109,16,11,-17,0
COc1ccc(C(=O)N/N=C/c2ccc(OC)c(CN3CCc4cc(OC)c(OC)cc4C3C)c2)cc1 (centres undefined),6,95,98,97,96,95,99,15,6,-5,-3

# Screens as filed in PubChem.

# Rows are unselected; 2.7% or so of the library scored in one or more.
